Screening results from PubChem.
DRD3 agonist: agonists of human D3 dopamine receptor. P35462. D3R DiscoveRx beta-arrestin cells, luminescence, 90 min. max activation, %. 0.58% of 410,000 active; in the data active = max activation above about 30%; note: 0% is about no effect; mostly tested at two doses, the higher about 12 µM
Target sequence (P35462 whole entry, looked up): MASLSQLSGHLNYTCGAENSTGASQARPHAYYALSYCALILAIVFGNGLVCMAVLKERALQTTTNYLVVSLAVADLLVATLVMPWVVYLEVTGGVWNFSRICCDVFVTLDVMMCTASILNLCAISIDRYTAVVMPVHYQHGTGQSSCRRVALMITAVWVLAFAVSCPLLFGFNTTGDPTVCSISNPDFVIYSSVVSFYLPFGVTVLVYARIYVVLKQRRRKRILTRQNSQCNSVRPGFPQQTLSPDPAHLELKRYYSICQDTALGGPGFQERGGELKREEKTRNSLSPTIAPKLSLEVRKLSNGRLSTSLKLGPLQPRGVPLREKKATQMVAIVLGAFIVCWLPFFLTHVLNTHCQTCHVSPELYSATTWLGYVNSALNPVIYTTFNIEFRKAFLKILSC
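Cells at 1500/well, incubated overnight, then treated with pinned compounds (dopamine as control) for 90 min at 37 degrees C. DiscoveRx reagent added for 30 - 60 minutes at room temperature; luminescence read.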
KB-3-1 cytotox: kills parental KB-3-1 adenocarcinoma cells; KB-3-1 viability, CellTiter-Glo ATP luminescence, 72 h; Potency, µM (titrated, usually from 46.1 µM), without a hit: at the highest dose activity change, negative = cytotoxic, most hits filed as cytotoxic; 1.4% of 400,000 active; AID 1347075; note: potency is the fitted concentration of half-maximal effect; % is set by controls: 0 for no effect and ±100 for the full control effect; nearly all actives have a fitted effect of over 60% in size
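Cells are dispensed, compounds pinned in, plates held at 37 °C for 72 h, then CellTiter-Glo is added and luminescence read after 10 minutes. Cell line: parental KB-3-1 in phenol-red-free DMEM, 10% FBS.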
IL-1B inflam inh: inhibitors of inflammasome signaling (IL-1 beta secretion); 4.7% of 360,000 active; activity change, % at 57.5 µM; THP-1 LPS/ATP IL-1B secretion, AlphaLISA, 16 h; active compounds read low; in the data active = activity change below about -50%; inconclusive = mostly about -30% to -49%; note: % is set by controls: 0 for no effect and ±100 for the full control effect
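Secreted IL-1B measured by AlphaLISA bead assay after 16 h compound exposure of THP-1 cells; compounds (final up to 57.5 uM) added 1 h before LPS (250 ng/mL) and ATP (1.25 mM) stimulation; lower signal means less secretion.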
HT1080 IDH1KD tx: kills HT-1080 cells with IDH1 knockdown; HT-1080 IDH1 knockdown viability, ATP luminescence, 48 h; Potency, µM (highest dose often 46.1 µM), inactives show at the top dose activity, negative = toxicity, actives largely listed as cytotoxic; 2% of 360,000 active; AID 686971;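 note: potency is the fitted concentration of half-maximal effect; 0% = DMSO wells and -100% = cell-free medium wells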
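After a 2 h attachment period, IDH1KD HT-1080 cells took pin-transferred compound for 48 h at 37 °C; ATP-based luminescence after 10 min room-temperature reagent incubation reported viability.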
HT1080-NT tox: kills 2HG-producing HT-1080-NT fibrosarcoma cells; 1.6% of 360,000 active; HT-1080-NT fibrosarcoma viability, CellTiter-Glo ATP luminescence, 48 h; AID 686970; Potency, µM (top dose mostly 46.1 µM), without a hit: at the top dose activity, negative = less viability, hits mostly cytotoxic;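 note: NT is the 2HG producing partner of a matched IDH1 knockdown line; potency is the fitted concentration of half-maximal effect; 0% = DMSO-treated cells and -100% = media-only wells without cells; nearly all actives have a fitted effect of over 55% in size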
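A 48-hour cytotoxicity screen used HT-1080-NT cells plated 2 hours before compound delivery. ATP-based CellTiter-Glo luminescence measured viability, normalized to DMSO and no-cell controls.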
MCF10A rerep: DNA re-replication induction in MCF 10a cells; MCF 10A DNA re-replication, Hoechst nuclear intensity, 48 h; Potency, µM (top dose mostly 46.1 µM), for the others: at the top dose activity, positive = re-replication, actives largely listed as activators; 2.9% of 350,000 active; AID 624296; note: potency is the fitted concentration of half-maximal effect; % of control where 0% means no effect; nearly all actives have a fitted effect of over 50% in size
KB-V1 cytotox: KB-V1 MDR subline cytotoxicity; AID 1347076; 3.4% of 400,000 active; KB-V1 MDR cells viability, CellTiter-Glo, 72 h; Potency, µM (highest dose often 46.1 µM), for the others: top-dose activity change, negative = cytotoxicity, usual class: cytotoxic; note: potency is the fitted concentration of half-maximal effect; % is set by controls: 0 for no effect and ±100 for the full control effect; nearly all actives have a fitted effect of over 60% in size
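qHTS viability screen in drug-selected KB-V1 MDR cells: 72 h compound treatment at 37 degrees C, ATP luminescence end point.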
GLP1R cytotox: cytotoxicity in counter-screen for GLP-1R inverse agonists; AID 624418; HEK293 cAMP-luciferase reporter cells, luminescence, 24 h; 0.13% of 410,000 active; Potency, µM (top dose mostly 38.3 µM), inactives show top-dose activity change, negative = inhibition, usual class: inhibitors;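 note: loss of luciferase light is scored as toxicity; potency is the fitted concentration of half-maximal effect; % is set by controls: 0 for no effect and ±100 for the full control effect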
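MLSMR compounds, 24 hr on cells at 37 deg C/5% CO2; luminescence after luciferase reagent (12 min RT). Inhibition counted as the undesired cytotoxic outcome.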
SW480 rereplic: inducers of DNA re-replication in SW480 colon cancer cells; Potency, µM (doses to about 46.1 µM), for inactives: top-dose re-replication activation, actives largely listed as activators; SW480 DNA re-replication, Hoechst DNA content imaging, 48 h; AID 624297; 1.8% of 340,000 active; note: potency is the fitted concentration of half-maximal effect; % of control where 0% means no effect; nearly all actives have a fitted effect of over 55% in size
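Quantitative HTS format with DMSO vehicle controls; 48 hr drug incubation at 37 C, then 40 min Hoechst staining and scanning imager measurement at 405 nm excitation.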
* hit, by the source's call; ? = inconclusive; . = not tested or not shown; [ ] = remark or other dose. Unless noted, calls come from the whole dose curve; as a rule, active = well fitted curve in the direction sought with a large enough effect; inconclusive = small, poorly fitted or top-dose-only effect, or another doubt; inactive = no such curve, though single readings can be large; an effect the other way counts as inactive or inconclusive. Not a hit list; any-hit rate near 11%.

Values in the order – DRD3 agonist	KB-3-1 cytotox	IL-1B inflam inh	HT1080 IDH1KD tx	HT1080-NT tox	MCF10A rerep	KB-V1 cytotox	GLP1R cytotox	SW480 rereplic
CC1(C)CC(=O)C(C=NCc2ccc3c(c2)OCO3)=C(O)C1
  1	-10%	13	1%	3%	13%	-3%	-11%	-13%
CCCCC1C(C#N)=C(C)NC2=C1C(=O)CC(C)(C)C2 (stereo not drawn)
  -1	3%	-10	-7%	0%	4%	?	122%[activator]	-1%[9.22 µM]
O=C(CN1C(=O)NC2(CCCC2)C1=O)Nc1nc(-c2ccc(F)c(F)c2)cs1
  14	18%	-17	-3%	-5%	?	3%	-20%	12%
O=C1C2C3C=CC(C3)C2C(=O)N1CCC(=O)N1CCc2ccccc21 (stereo not drawn)
  11	5%	0	4%	7%[9.24 µM]	3%	-1%	-3%	-2%
Cc1ccc(SCC(=O)NNC(=O)c2ccccc2)c(C)c1
  -3	9%	-7	17%	18%	1%	-27%	-3%	-8%
O=C(NCCc1ccccc1)C1CC(=O)N(C2CCCC2)C1 (stereo not drawn)
  7	0%	3	0%	-1%	1%	5%	-8%	2%
COc1ccc(N=Cc2c(OC)ccc3ccccc23)cc1
  8	-1%	7	?	?	17%	7%	-8%	-5%
Cc1cc(C)cc(NC(=O)CSc2cc(C(=O)c3nccn3C)c3ccccc3n2)c1
  2	-1%	4	?	-30%	?	-8%	0%	-4%
CCOC(=O)c1cnc(SCC(C)C)nc1N
  -5	16%	-11	-13%	1%	1%	-10%	29%	-5%
COc1ccccc1NC(=O)C1=C(C)Nc2ncnn2C1c1ccc[nH]1 (stereo not drawn)
  -4	-1%	.	.	.	.	0%	-17%	.
CCOC(=O)Cc1csc(NC(=O)c2ccc(S(=O)(=O)N3CCCCC3)cc2)n1
  36*	1%	-5	-7%	-18%	5%	15µM*	0%	-5%
Cc1nc(N2CCN(c3ccccn3)CC2)c2c(C)c(C(=O)Nc3ccc(Br)cc3C)sc2n1
  -1	-19%	-24	3%	9%	?	12%	-6%	27%
CCn1cc(C(=O)N[C@H](C(=O)NCCCn2ccnc2)C(C)C)c(=O)c2cc3c(cc21)OCO3
  5	2%	-2	8%	17%	11%	15%	-5%	0%
COc1cccc2cc(-c3nc4ccccc4o3)c(=O)oc12
  1	-15%	25	0%	-1%	0%	3%	145%[activator]	2%
Cc1ccc(OCCn2c(Br)nc3c2c(=O)n(C)c(=O)n3C)cc1
  35*	21µM*	-7	0%	0%	-4%	?	0%	-5%
CC1(C)Cc2ccccc2-c2nnc(SCC(=O)N3CCc4ccccc43)n21
  -3	16%	5	?	-19%	1%	4.1µM*	-8%	7%
CCOc1ccccc1C(=O)Nc1ccc(S(=O)(=O)N(Cc2ccccc2)c2ccccc2)cc1
  -17	-9%	.	.	.	.	0%	-3%	.
Cc1ccc(CNC(=O)CCC(=O)Nc2nnc(C3CCCCC3)s2)cc1
  1	4%	18	18%	11%	-2%	17%	8%	-5%
O=C(c1cccn1-c1nnc(N2CCCC2)s1)N1CCN(c2ccccc2)CC1
  9	2%	.	.	.	.	1%	-8%	.
CCOc1ccc(C(C)NC(=O)c2ccccc2OCc2c(C)noc2C)cc1OCC (stereo not drawn)
  13	-2%	9	-3%	-5%	5%	0%	-1%	9%
COc1cc(NC(=O)Nc2ccc(C)cc2)cc([N+](=O)[O-])c1
  -14	?	-21	-30%	-22%	2%	?	-3%	-5%
COC(=O)C1=C(C)N(C)C(=S)N(C)C1c1cccc(Br)c1 (stereo not drawn)
  -1	1%	0	1%	-5%	9%	-28%	14%	-4%
COc1ccc(C(=O)NCC(=O)OCc2ccc(F)cc2Cl)cc1OC
  -4	-1%	0	1%	10%	9%	4%	-10%	-4%
CCc1ccc(NC(=O)C2CCN(c3nn4cc(-c5ccc(OC)cc5)nc4s3)CC2)cc1
  6	13%	.	.	.	.	6%	2%	.
CNc1nc(NCCOc2ccccc2)c2sccc2n1
  -6	-1%	-7	?	-5%	.	-24%	-5%	.
CC(CCc1ccccc1)NC(=S)NC(=O)c1ccco1 (stereo not drawn)
  3	6%	9	-5%	-4%	5%	?	-15%	0%
COc1ccccc1OCC(=O)NCCSCc1cccc(Cl)c1
  -21	9%	-8	15%	9%	?	-16%	4%	-4%
CCOC(=O)N(Cc1ccccc1)Cc1ccc(C(=O)N[C@@H](Cc2ccccc2)C(=O)O)cc1
  6	12%	-4	2%	8%	2%	20%	6%	1%
FC(F)(F)c1ccc(N2CCN(c3ncnc4c3nnn4Cc3ccccc3Cl)CC2)cc1
  8	-6%	29	8%	20%	3%	12%	0%	-1%
CS(=O)(=O)c1cccc(C(=O)OCC(=O)Nc2ccc3c(c2)OCO3)c1
  -4	.	-1	6%	-5%	2%	.	7%	4%

As a short view, some entries already given.
Values in the order – DRD3 agonist	KB-3-1 cytotox	IL-1B inflam inh	HT1080 IDH1KD tx	HT1080-NT tox	MCF10A rerep	KB-V1 cytotox	GLP1R cytotox	SW480 rereplic
CC1(C)CC(=O)C(C=NCc2ccc3c(c2)OCO3)=C(O)C1
  1	-10%	13	1%	3%	13%	-3%	-11%	-13%
CCCCC1C(C#N)=C(C)NC2=C1C(=O)CC(C)(C)C2 (stereo not drawn)
  -1	3%	-10	-7%	0%	4%	?	122%[activator]	-1%[9.22 µM]
O=C(CN1C(=O)NC2(CCCC2)C1=O)Nc1nc(-c2ccc(F)c(F)c2)cs1
  14	18%	-17	-3%	-5%	?	3%	-20%	12%
O=C1C2C3C=CC(C3)C2C(=O)N1CCC(=O)N1CCc2ccccc21 (stereo not drawn)
  11	5%	0	4%	7%[9.24 µM]	3%	-1%	-3%	-2%
Cc1ccc(SCC(=O)NNC(=O)c2ccccc2)c(C)c1
  -3	9%	-7	17%	18%	1%	-27%	-3%	-8%
O=C(NCCc1ccccc1)C1CC(=O)N(C2CCCC2)C1 (stereo not drawn)
  7	0%	3	0%	-1%	1%	5%	-8%	2%
COc1ccc(N=Cc2c(OC)ccc3ccccc23)cc1
  8	-1%	7	?	?	17%	7%	-8%	-5%
Cc1cc(C)cc(NC(=O)CSc2cc(C(=O)c3nccn3C)c3ccccc3n2)c1
  2	-1%	4	?	-30%	?	-8%	0%	-4%
CCOC(=O)c1cnc(SCC(C)C)nc1N
  -5	16%	-11	-13%	1%	1%	-10%	29%	-5%
COc1ccccc1NC(=O)C1=C(C)Nc2ncnn2C1c1ccc[nH]1 (stereo not drawn)
  -4	-1%	.	.	.	.	0%	-17%	.
CCOC(=O)Cc1csc(NC(=O)c2ccc(S(=O)(=O)N3CCCCC3)cc2)n1
  36*	1%	-5	-7%	-18%	5%	15µM*	0%	-5%

Next compounds
Codes – A = DRD3 agonist; B = KB-3-1 cytotox; C = IL-1B inflam inh; D = HT1080 IDH1KD tx; E = HT1080-NT tox; F = MCF10A rerep; G = KB-V1 cytotox; H = GLP1R cytotox; I = SW480 rereplic
O=[N+]([O-])c1ccccc1Oc1cnc2ccccc2n1
  A = -8; B = 8%; C = 7; D = -2%; E = -4%; F = 5%; G = 2%; H = -19%; I = -5%

Clc1nc(NCc2ccco2)nc(N2CCCCC2)n1
  A = 4; B = 3%; C = 43; D = 8%; E = 11%; F = ?; G = -3%; H = -1%; I = 4.6µM*

CCOC(=O)N1CCC(NC(=O)CCc2ccccc2)CC1
  A = -4; B = 3%; C = 10; D = 15%; E = 16%; F = 23%; G = 28%; H = 7%; I = -33%[inhibitor]

O=C(COc1ccccc1Br)Nc1ccc2c(c1)OCCCO2
  A = 10; B = 1%; C = -8; D = 0%; E = -2%; F = 4%; G = -20%; H = 4%; I = ?

Cc1oc2cc([N+](=O)[O-])c(O)c([N+](=O)[O-])c2c1C(=O)c1ccc(Br)cc1
  A = -3; B = ?; C = 47; D = -26%; E = -13%; F = ?; G = ?; H = ?; I = -13%

Cc1c(Cl)c(C(F)(F)F)nn1CC(=O)N1CCSCC1
  A = 1; B = 3%; C = 10; D = 0%; E = 0%; F = -5%; G = -1%; H = 20%; I = 1%

c1cnc(N2CCN(c3nc4ccccc4n4cnnc34)CC2)nc1
  A = 7; B = ?; C = -11; D = 5%; E = 2%; F = -3%; G = 7.3µM*; H = 6%; I = -10%

COC(=O)c1cccc(CN2C(=O)SC(Nc3ccc(Br)cc3)C2=O)c1 (stereo not drawn)
  A = -9; B = -4%; C = .; D = .; E = .; F = .; G = 0%; H = -3%; I = .

Cn1cccc1C(=O)OCC(=O)Nc1sccc1C#N
  A = -19; B = ?; C = 7; D = 13%; E = 8%; F = 0%; G = 16µM*; H = -10%; I = 0%

COc1ccc(CCNC(=O)CCNS(=O)(=O)c2cc(Br)cnc2N)cc1OC
  A = 6; B = -4%; C = -10; D = -5%; E = -5%; F = 0%; G = -3%; H = -5%; I = -2%

Cc1cccc(Oc2cc(NC(=O)Cn3cnc([N+](=O)[O-])n3)cc([N+](=O)[O-])c2)c1
  A = -6; B = -18%; C = ?; D = ?; E = ?; F = 8%; G = ?; H = -23%; I = -2%

Cc1cc(N2CCC(C(=O)NC3CCCCC3)CC2)nc(-c2ccccc2)n1
  A = -2; B = -13%; C = 12; D = 16%; E = 7%; F = ?; G = -20%; H = -3%; I = 1%

CCC(C(=O)OCC(=O)Nc1ccc(F)cc1)c1ccccc1 (stereo not drawn)
  A = -15; B = -4%; C = 6; D = 9%; E = 9%; F = 1%; G = 13%; H = -10%; I = 2%

COC(=O)c1ccc(/C=N/NC(=O)CC(=O)NC2CCCCC2)cc1
  A = -26; B = 0%; C = 0; D = 17%; E = 15%; F = 10%; G = -16%; H = -13%; I = -6%
